# FBPA coupling cs = qHTS Assay for Inhibitors of Fructose-1,6-bisphosphate Aldolase from Giardia Lamblia: Coupling assay counterscreen; coupling enzyme system counterscreen, AmpLite Red fluorescence; activity change, negative = inhibition, % at 58.2 µM, hits read low; 290,000 tested, 0.67% active; AID 2472, 2010; in the data active means activity change below about -30%; further: on the % scale 0 is the no-effect control and ±100 the full control effect
#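 Final compound at 57.5 uM, incubated 10 min at RT with coupling enzyme reagent (glyceraldehyde-3-phosphate), then 20 min with substrate and AmpLite Red detection. Fluorescence read at 525/598 nm; tests interference with the coupling assay, not aldolase inhibition.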
# Menin-MLL TR inh = qHTS Assay for Inhibitors Targeting the Menin-MLL Interaction in MLL Related Leukemias: Competition With Texas Red Labeled MLL-derived Mutant Peptide; AID 1768, 2009; O00255; Menin + Texas Red MLL mutant peptide, fluorescence polarization; 270,000 tested, 0.23% active; Potency, µM (doses to about 61.6 µM), inactives show at the top dose FP activity change, negative = inhibition, usual class: inhibitors; active means well fitted inhibition curve with a large enough effect in the polarisation, with a control signal flat, not every such curve was filed as active; inconclusive means small, poorly fitted or top-dose-only effect, or effect the other way, or a change in a side signal; inactive means no such curve, though single readings can be large or run the other way; the % refers to the polarisation; further: potency means the concentration at half of the fitted maximal effect; % of control where 0% means no effect; many of its hits are not listed in these tables
# Target sequence (O00255 whole entry, looked up): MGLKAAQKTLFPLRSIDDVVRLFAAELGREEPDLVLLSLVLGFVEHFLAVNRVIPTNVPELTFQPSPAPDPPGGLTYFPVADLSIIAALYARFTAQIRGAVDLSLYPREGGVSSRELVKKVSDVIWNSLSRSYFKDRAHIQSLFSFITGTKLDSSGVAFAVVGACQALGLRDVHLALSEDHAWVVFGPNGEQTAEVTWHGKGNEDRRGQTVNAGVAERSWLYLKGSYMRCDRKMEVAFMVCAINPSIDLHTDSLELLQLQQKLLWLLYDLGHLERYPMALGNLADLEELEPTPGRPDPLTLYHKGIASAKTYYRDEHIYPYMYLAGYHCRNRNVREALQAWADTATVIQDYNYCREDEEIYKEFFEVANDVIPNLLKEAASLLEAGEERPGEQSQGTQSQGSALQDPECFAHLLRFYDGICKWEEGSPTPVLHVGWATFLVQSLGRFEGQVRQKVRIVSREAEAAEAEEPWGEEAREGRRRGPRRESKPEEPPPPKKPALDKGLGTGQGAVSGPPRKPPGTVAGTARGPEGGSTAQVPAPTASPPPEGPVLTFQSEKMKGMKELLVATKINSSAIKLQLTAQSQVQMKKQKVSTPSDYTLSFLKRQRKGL
# Starred values were filed as active, the others as inactive; ? = inconclusive; · = no result given; & = joins results of further samples; [ ] = another dose, or the depositor's remark.
SMILES,FBPA coupling cs,Menin-MLL TR inh
CCCCCCCCCCCCCCCCCCCCCC(=O)Nc1ccn([C@@H]2O[C@H](CO)[C@@H](O)[C@@H]2O)c(=O)n1,·,10%
NC1=NC(S)C2N=CN=C2N1 (centres undefined),·,-8%
COCc1c(C(C)C)nc(C(C)C)c(/C=C/[C@@H](O)C[C@@H](O)CC(=O)O)c1-c1ccc(F)cc1,·,4%
CCCCN1CCCC1C(=O)Nc1c(C)cc(C)cc1C (centres undefined),·,-5%
CCCCCc1ccc(C)cc1O,·,6%
Nc1ccn([C@@H]2O[C@H](CO)[C@H](O)C2(F)F)c(=O)n1,·,-4%
CC1=CC(=C(c2ccc(N)cc2)c2ccc(N)cc2)C=CC1=N,·,?
CN(C)C=Nc1c(I)cc(I)c(CCC(=O)O)c1I,·,-5%
O=c1ccn(C2OC(COP(=O)(O)OC3C(CO)OC(n4ccc(=O)[nH]c4=O)C3O)C(O)C2O)c(=O)[nH]1 (centres undefined),·,9%
COC(=O)C1=C(C)NC(C)=C(C(=O)OC(C)(C)CN(C)CCC(c2ccccc2)c2ccccc2)C1c1cccc([N+](=O)[O-])c1 (centres undefined),·,27%
C=C1CC2C3C=C(C)C4=CC(=O)CCC4(C)C3CCC2(C)[C@@]1(OC(C)=O)C(C)=O (some centres undefined),·,-6%
CN1C(=O)CN2CCc3ccccc3C2c2cc(Cl)ccc21 (centres undefined),·,-17%
CCCCCCCCCCCCCCSCC(=O)O,·,-4%
O=P(O)(O)OC[C@H]1O[C@](O)(COP(=O)(O)O)[C@@H](O)[C@@H]1O,·,-2%
CO[C@H]1C[C@@H]2CC[C@@H](C)[C@@](O)(O2)C(=O)C(=O)N2CCCC[C@H]2C(=O)O[C@H]([C@H](C)C[C@@H]2CC[C@@H](OC(=O)C(C)(CO)CO)[C@H](OC)C2)CC(=O)[C@H](C)/C=C(\C)[C@@H](O)[C@@H](OC)C(=O)[C@H](C)C[C@H](C)/C=C/C=C/C=C/1C,·,-4%
CN1CCC[C@@H]1Cc1c[nH]c2ccc(CCS(=O)(=O)c3ccccc3)cc12,·,-1%
CCCCCCOc1ccc(C(=N)N(CCCC)CCCC)c2ccccc12,·,?
C[C@]12CC[C@@H]3c4ccc(O)cc4C[C@@H](CCCCCCCCCS(=O)CCCC(F)(F)C(F)(F)F)C3[C@@H]1CC[C@@H]2O (some centres undefined),·,3%
COc1ccc2c(c1)c(CC(=O)O)c(C)n2Cc1ccc(Cl)cc1,·,31%[activator]
N#Cc1nc(NCCCCO)nc(Nc2ccccc2)n1,0,·
N#Cc1nc(Nc2ccccc2)nc(NC2CCCCC2)n1,-4,·
COc1cc(O)c(C(=O)c2ccccc2)cc1O,-47*,·
Cc1noc(C)c1C(=O)N1CCC2(CCCN(C(=O)Nc3cccc(C#N)c3)C2)CC1,2,1%
C[C@@H](C1=C(CCN(C)C)Cc2ccccc21)c1ccccn1,0,-1%[24.8 µM]
COc1ccccc1/C=C\C(=O)OC[C@@H]1CCCN2CCCC[C@H]12,-1,-20%
CCNc1ncc2nc(-c3ccc(F)cc3)c(=O)n(-c3ccc(OC)cc3)c2n1,-3,1%
N#CC(=C(/N)Sc1ccccc1N)/C(C#N)=C(/N)Sc1ccccc1N,0,?
O=c1cc(-c2cc(O)c(O)c(O)c2)oc2cc(O)cc(O)c12,-3,?
C/C(=C(/CCO)SSC[C@@H]1CCCO1)N(C=O)Cc1cnc(C)nc1N,0,-4%[24.8 µM]
Cc1ccccc1-c1ccc2ncnc(NCCN3CCOCC3)c2c1,0,0%
CO[C@H]1C[C@@H]2CC[C@@H](C)[C@@](O)(O2)C(=O)C(=O)N2CCCC[C@H]2C(=O)OC([C@H](C)C[C@@H]2CC[C@@H](O)[C@H](OC)C2)CC(=O)[C@H](C)/C=C(\C)[C@@H](O)[C@@H](OC)C(=O)[C@H](C)C[C@H](C)/C=C/C=C/C=C/1C (some centres undefined),2,-11%
CC[C@](C)(CN(C)C)OC(=O)c1ccccc1,0,4%[24.8 µM]
COc1ccc(-c2nc3cnc(N4CCN(C)CC4)nc3n(CCC#N)c2=O)cc1,-2,8%
COc1ccc(CNc2ncncc2-c2cccnc2)c(OC)c1,2,3%
CNc1ccnc(-c2ccccc2C(F)(F)F)n1,0,-4%
C[C@H]1COC(=O)[C@H](Cc2ccccc2)NC(=O)[C@@H](C)COC(=O)[C@H](Cc2ccccc2)NC1=O,3,-14%[11.7 µM]
Cn1c(=O)c(-c2ccc(Cl)cc2)nc2cnc(Oc3cccc(Cl)c3)nc21,-1,1%
COc1ccc2c(c1)C(=O)[C@H](OC(=O)N[C@H]1CCCc3ccccc31)[C@@H](c1ccc(OC)c(Br)c1)O2,0,0%
CCC[C@@H]1NC(=O)[C@@H](NC(C)=O)CSSC[C@@H](C(N)=O)NC(=O)CNC(=O)[C@H](Cc2c[nH]c3ccccc23)NC(=O)[C@H](CCCN=C(N)N)NC(=O)[C@H](Cc2ccc3ccccc3c2)NC(=O)[C@H](Cc2cnc[nH]2)NC(=O)[C@H](CCCN=C(N)N)NC1=O,7,1%
Cc1noc(C)c1-c1nccc(-n2ccnc2)n1,0,-2%
CCCCCCCCCCCCCCCC(=O)OC[C@@H](COP(=O)([O-])OCC[N+](C)(C)C)OC(=O)CCCCCCCCCCCCCCC,5,3%
O=c1c(-c2cc(F)cc(F)c2)nc2cnc(N3CCOCC3)nc2n1C1CC1,0,?
COC(=O)CC1C(C)(C)C(O)C2CC3=C4C=C(OC)OC(c5ccoc5)[C@]4(C)CCC3[C@@]1(C)C2=O (some centres undefined),0,-18%
C/C(CCC(=O)OC[C@@H]1O[C@H](C#Cc2ccccc2)C=C[C@@H]1Oc1ccc(C)cc1)=N/OC[C@@H](O)COCc1ccco1,1,-9%[11.7 µM]
CCCCC(=O)NCCc1c(Cc2ccccc2)[nH]c2ccccc12,2,16%[24.8 µM]
COc1ccc(-c2nc(-c3ccccc3)oc2Nc2ccccc2C)cc1,2&-1,1%&0%
C[C@@H]1CN2[C@H](c3ccc(Br)cc3)[C@H](C)CC[C@H]2C(=O)O1,2,-18%[11.7 µM]
CC[C@]1(c2ccccc2)NC(=O)NC1=O,-3,0%
CC(C)[C@@H](CC(=O)N[C@@H]1CCNC[C@H]1C(=O)N[C@H](CC(=O)N[C@@H](CCC(=O)O)CC(=O)O)Cc1c[nH]c2ccccc12)NC(=O)C[C@H](Cc1ccccc1)NC(=O)[C@@H]1CNCC[C@H]1N,4,-4%
Nc1cccc2c(=O)[nH]ccc12,-6,17%
COC(=O)NC(c1cccc(F)c1)[C@]1(C(C)=O)CCCC1=O (some centres undefined),0,3%[11.7 µM]
CC(=O)N1CCC2(CC1)CN(Cc1ccc(C#N)cc1)C2,-1,-1%
N#Cc1cccc(NC(=O)N2CC3(CCN(C(=O)c4cc(C(F)(F)F)cc(C(F)(F)F)c4)CC3)C2)c1,4,0%
Cn1cccc1C(=O)N1CCC2(CCN(C(=O)Nc3ccccc3)CC2)CC1,4,-2%
COc1ncc2nc(-c3cn(C)c4ccccc34)c(=O)n(C)c2n1,0,1%
NCCOB(c1ccccc1)c1ccccc1,15&17&19,-2%
c1ccc(-c2nc(-c3cccc4ccccc34)c(NC3CCCCC3)o2)cc1,0,-1%
Cn1cnnc1Sc1c([N+](=O)[O-])ncn1C,-3,-1%
CNc1nc(-c2ccccc2OC)nc2ccccc12,3,-12%
c1ccc(-c2[nH]ncc2-c2ccnc3ccccc23)nc1,-7,-18%
# The listing continues.
SMILES,FBPA coupling cs,Menin-MLL TR inh
COc1cccc([C@@H]2Oc3ccc(OC)cc3C(=O)[C@H]2OC(=O)NC2CCCC2)c1,-2,-5%
COc1cc(OC)cc(-c2sc3ccccc3c(=O)c2I)c1,2,0%
CCNc1ncc2nc(-c3ccc(F)cc3)c(=O)n(CCc3ccccc3)c2n1,4,?
O=C(c1cccc(F)c1)N1CCC[C@@]2(CCN(Cc3nccs3)C2)C1,1,-9%
COc1ccc(O[C@H]2C=C[C@@H](c3ccccc3)O[C@H]2COC(=O)NCc2cccc3ccccc23)cc1,1,0%[11.7 µM]
CCCCC1=CC2=CC(=O)C(C)(OC(=O)c3ccco3)C(=O)C2=CO1 (centres undefined),2,3%
CC(C)(CS)C(=O)N1CCC[C@H]1C(=O)O,1,3%[24.8 µM]
COC1=C(OC)C(=O)C(C/C=C(\C)CC/C=C(\C)CC/C=C(\C)CC/C=C(\C)CC/C=C(\C)CC/C=C(\C)CC/C=C(\C)CC/C=C(\C)CC/C=C(\C)CCC=C(C)C)=C(C)C1=O,1,2%
COc1cccc(Cn2c(=O)c(-c3cc(F)cc(F)c3)nc3cnc(OC)nc32)c1,-1,27%
N[C@@H](Cn1cc(I)c(=O)n(Cc2ccc(C(=O)O)cc2)c1=O)C(=O)O,1,-6%[24.8 µM]
Cc1noc(C)c1-c1nc(Nc2ccc(F)cc2)c2ccccc2n1,4,?
Cc1nc2cncnc2n(Cc2ccccc2)c1=O,7,13%

# Sorted by length of the SMILES (descending): seven of the compounds above.
SMILES,FBPA coupling cs,Menin-MLL TR inh
COC1=C(OC)C(=O)C(C/C=C(\C)CC/C=C(\C)CC/C=C(\C)CC/C=C(\C)CC/C=C(\C)CC/C=C(\C)CC/C=C(\C)CC/C=C(\C)CC/C=C(\C)CCC=C(C)C)=C(C)C1=O,1,2%
COc1ccc(O[C@H]2C=C[C@@H](c3ccccc3)O[C@H]2COC(=O)NCc2cccc3ccccc23)cc1,1,0%[11.7 µM]
COc1cccc([C@@H]2Oc3ccc(OC)cc3C(=O)[C@H]2OC(=O)NC2CCCC2)c1,-2,-5%
N[C@@H](Cn1cc(I)c(=O)n(Cc2ccc(C(=O)O)cc2)c1=O)C(=O)O,1,-6%[24.8 µM]
CCCCC1=CC2=CC(=O)C(C)(OC(=O)c3ccco3)C(=O)C2=CO1 (centres undefined),2,3%
COc1cc(OC)cc(-c2sc3ccccc3c(=O)c2I)c1,2,0%
Cc1nc2cncnc2n(Cc2ccccc2)c1=O,7,13%

# Next part.
SMILES,FBPA coupling cs,Menin-MLL TR inh
CCCCC1=CC2=CC(=O)C(C)(O)C(=O)C2=CO1 (centres undefined),-1,19%
O=c1c(-c2ccc(F)cc2)nc2cnc(N3CCNCC3)nc2n1-c1ccccc1,0,27%
COc1ccc(CNc2ncnc3ccc(-c4ccoc4)cc23)c(OC)c1,4,36%[activator]
C=CCOC(=O)/C=C/NC(=O)/C=C/C=C/CCCCCCCC(C)O (centres undefined),7&0,-14%&-27%[11.7 µM]
CNc1ncnc2ccc(-c3ccccc3OC)cc12,-6,-9%
c1cc2c3c(c1)c1c(n3CCNC2)CCCC1,-1,-15%[24.8 µM]
CC(C)C[C@@H](CC(=O)N[C@@H](CCC(=O)O)CC(=O)O)NC(=O)[C@@H]1CNCC[C@H]1NC(=O)C[C@@H](NC(=O)C[C@H](Cc1c[nH]c2ccccc12)NC(=O)[C@@H]1CCCC[C@H]1N)C(C)C,1,-6%
CC(C)NC(=O)N1CC[C@@]2(CCCN(C(=O)c3csnn3)C2)C1,4,6%
CO[C@@H]1COC(=O)[C@@H](C)COC(=O)[C@@H](C)NC(=O)C/C=C\[C@@H]1C,5,0%[11.7 µM]
Cn1cccc1C(=O)N1CCC2(CCN(Cc3ccccc3)CC2)CC1,2,-1%
O=C1[C@H]2[C@H]3[C@H](O)[C@H](O)C/C(=N/OC[C@@H](O)COCc4ccco4)[C@@H]3CC[C@@H]2C(=O)N1Cc1ccc2c(c1)OCO2,1,-12%[11.7 µM]
COc1cccc([C@@H]2Oc3ccc(OC)cc3C(=O)[C@H]2OC(=O)NS(=O)(=O)c2ccc(C)cc2)c1,-4,5%
CC(=O)N[C@@H](C=O)[C@@H](O)[C@H](O)[C@H](O)CO,2,-23%
CC(=O)OC[C@@H]1O[C@@H](O/N=C2/C[C@@H](O)[C@@H](O)[C@@H]3[C@H]4C(=O)N(c5ccc(F)cc5F)C(=O)[C@@H]4CC[C@H]23)[C@H](OC(C)=O)[C@H](OC(C)=O)[C@@H]1OC(C)=O,0,-2%[11.7 µM]
CCN1C(=O)[C@H]2[C@H]3[C@H](O)[C@H](O)C/C(=N/OCc4ccccc4)[C@H]3CC[C@@H]2C1=O,0,3%[11.7 µM]
CCCCCCCCC(=O)NCc1cc(OC)c(O)cc1I,0,3%[24.8 µM]
Brc1ccc(C2=NCCC(c3ccccc3)O2)cc1 (centres undefined),0,8%[94.6 µM]
CC(=O)N(CC(O)CN(C(C)=O)c1c(I)c(C(=O)NC[C@@H](O)CO)c(I)c(C(=O)NC[C@@H](O)CO)c1I)c1c(I)c(C(=O)NC[C@@H](O)CO)c(I)c(C(=O)NC[C@@H](O)CO)c1I,-1,9%[24.8 µM]
Cn1cc(-c2nc3cnc(N4CCNCC4)nc3n(CCC#N)c2=O)c2ccccc21,-2,-4%
Nc1nc2c(ncn2C2OC(COC(=O)c3ccccc3)C(OC(=O)c3ccccc3)C2OC(=O)c2ccccc2)c(=O)[nH]1 (centres undefined),1,?
NCCC[C@@H](CC(=O)N[C@@H]1CCNC[C@H]1C(=O)N[C@H](CC(=O)N[C@@H](CCC(=O)O)CC(=O)O)Cc1ccccc1)NC(=O)C[C@H](CO)NC(=O)[C@@H]1CNCC[C@H]1N,-6,-17%
CCC[C@H]1C[C@H](C(=O)NC(C(C)Cl)C2O[C@@H](SC)C(OP(=O)(O)O)[C@@H](O)[C@@H]2O)N(C)C1 (some centres undefined),9,3%

# These rows are one share of the data. The share of hits here may be higher or lower than overall.
